Assay outcomes (PubChem BioAssay)
SIRT5 inh = sirtuin-5 (human) deacylase inhibition; Q9NXA8; Purified SirT5, succinyl-peptide AMC, trypsin-coupled fluorescence; inhibition, % at 15 µM; hit rate 1.1% among 330,000; in the data active = inhibition above about 15%
Target sequence (Q9NXA8 whole entry, looked up): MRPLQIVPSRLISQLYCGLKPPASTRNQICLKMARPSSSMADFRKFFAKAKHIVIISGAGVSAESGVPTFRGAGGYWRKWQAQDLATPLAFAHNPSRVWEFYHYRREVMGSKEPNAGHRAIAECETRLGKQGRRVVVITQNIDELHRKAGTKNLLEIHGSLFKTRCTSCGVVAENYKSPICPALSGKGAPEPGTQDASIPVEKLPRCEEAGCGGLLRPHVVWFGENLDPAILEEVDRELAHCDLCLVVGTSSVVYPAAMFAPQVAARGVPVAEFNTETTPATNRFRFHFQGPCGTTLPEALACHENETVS
Cneo AK release = causes C. neoformans cell lysis; adenylate kinase release luminescence, 4 h; normalised: neutral wells 0, clomiphene wells 100; hit rate 0.2% among 360,000; lysis activity, % at 15 µM; AID 651654;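 active = mean lysis activity across replicates of at least 80%, whatever share of replicates individually reach that level; inactive = mean lysis activity below 80%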
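Schedule: static 4 h at 37 °C with compound, 1 h detection; system: C. neoformans cells; benchmarks: Clomiphene as positive control; buffer or medium: fresh YPD medium; measure: luminescence rise reflecting yeast cell lysis; measured by: luminescent adenylate kinase detection reagent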
Statin myotox sup = suppressors of simvastatin-induced myotoxicity in C2C12 myotubes; rescue of ATP level, % at 7.49 µM; ATP luminescence, 48 h; scaled: DMSO 0, geranylgeraniol control 100; hit rate 0.78% among 330,000; AID 602340;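 active = mean ATP rescue above about 67%, or every replicate alone reaching that limit, limit read from the data, passing the limit was not always enough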;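 also: myotubes were challenged with 10 µM simvastatin during compound exposure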
Xi reactivation = X-chromosome reactivation activator | hit rate 0.055% among 360,000 | activation, % at 7.58 µM | XiGFP mouse fibroblasts, % GFP-positive cells imaging, 3 d; cells co-treated with 5-aza-dC sensitizer; scaled so ellipticine positive control = 100%;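 active = mean normalized replicate activation at least 10% and every replicate at or above 10%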;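 also: 0% = median of on-plate neutral control wells and 100% = ellipticine 6 µM median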
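System: XiGFP fibroblasts, SV40-immortalized. Medium: DMEM plus 5-aza-dC sensitizer. Doses: single point. Timing: 3 d treatment, 15 min room-temperature fixation. Control set: ellipticine 6 µM.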
PGC1a acetyl inh = PGC1a acetylation modulation, inhibitor mode; hit rate 0.17% among 350,000; U2OS PGC1a acetylation, AlphaScreen anti-acetyl-lysine; with virally co-expressed GCN5 acetyltransferase; inhibition, % at 15.6 µM;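 active = every replicate shows inhibition of at least 40%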;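 also: 0% = neutral control wells and 100% = positive control wells; some results beyond the cut were filed as inactive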
LGR2 inh = blocks bursicon-induced cAMP signaling via Drosophila LGR2 | inhibition, % at 9.99 µM | HEK293 LGR2, CRE-luciferase, bursicon-stimulated, 4 h | AID 720647 | hit rate 0.35% among 380,000;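 active = drop in luminescence signal, shown as inhibition above about 50% in the replicate tests, limit read from the data, passing the limit was not always enough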;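 also: agonist challenge used bursicon conditioned medium at about half maximal strength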
S100A4 MyoIIA = inhibitors of human S100A4 binding to myosin IIA peptide; S100A4/TAMRA-MyoIIA peptide fluorescence polarization; inhibition, % at 10.7 µM; AID 652163; hit rate 0.14% among 360,000; P26447;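 active = mean inhibition of at least 70% across replicates, with every replicate also reaching that level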
Target sequence (P26447 whole entry, looked up): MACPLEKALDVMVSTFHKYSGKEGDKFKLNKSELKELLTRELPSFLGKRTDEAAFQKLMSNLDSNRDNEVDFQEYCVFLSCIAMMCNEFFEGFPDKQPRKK
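Test system – S100A4 monomer (human) · Compound – single-point compound testing · Schedule – 5 min incubation before reading · Probe or stimulus – TAMRA-labelled myosin IIA heavy-chain peptide probe, 5 nM · Benchmarks – neutral control DMSO, positive control TFP · Medium – Calcium-containing HEPES buffer, pH 7.2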
ERAP1 inh = inhibitors of human ERAP1 aminopeptidase | Q9NZ08 | recombinant ERAP1, Leu-AMC fluorescence, 60 min | inhibition, % at 10.7 µM | hit rate 0.15% among 340,000 | AID 652197;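 active = mean replicate inhibition of at least 30%, or all replicates individually reaching that 30% level; inactive = mean below 30% and not every replicate reaching it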;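 also: 0% = neutral control wells and 100% = L-leucinethiol positive control wells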
Starred values were filed as active, the others as inactive; . = not tested or not shown; & = joins results of further samples. The list is partial; count on the stated rates, not on these rows.

SMILES	SIRT5 inh	Cneo AK release	Statin myotox sup	Xi reactivation	PGC1a acetyl inh	LGR2 inh	S100A4 MyoIIA	ERAP1 inh
C[C@@H]1CN([C@H](C)CO)C(=O)c2cc(Br)cnc2O[C@H]1CN(C)C(=O)CC1CC1	-0.5&-7.1	-1.9&-4.2	0.9	0.3&-0.7	10.2	2.4&2.7	-2.6&18.1	20.2&-0.5
CCn1c(CSc2nc(C)cc(C)n2)nnc1SCC(=O)Nc1cccc2ccccc12	-1.1	-2.6	11.9	.	7.7	-6.9	3.8	-1.0
CC(C)(C)C(=O)Nc1ccc(C(=O)Nc2cccc(Oc3ccc(C(=O)O)c(C(=O)O)c3)c2)cc1	-1.2	-3.9	7.7	0.2	.	13.1	-7.6	5.7
COc1ccc(Nc2ncc(C#N)c(N)n2)c(OC)c1	0.4	-1.8	.	0.1	-10.8	-3.9	-3.9	.
CCCNC(=O)c1ccc(N2CCC3(CC2)CC(c2cccc(Br)c2)=NO3)c(N)c1	-2.1	-3.8	4.3	0.0	-11.1	.	-3.7	1.1
CN(C)C(=O)c1ccc(-c2cc(C(F)(F)F)n(C)n2)s1	2.0	.	.	0.2	4.0	.	1.2	-0.2
COc1ccc(NC(=O)Nc2ccc3c(c2)CC(=O)N([C@@H](C)CO)C[C@@H](C)[C@H](CN(C)S(=O)(=O)c2cn(C)cn2)O3)cc1	2.4	-0.7	-33.9	0.3	0.4	7.7	-37.1	1.9
Cc1cccc(CN2CCN(Cc3ccc4nonc4c3)CC2CCO)n1 (centres undefined)	-2.1	.	-9.5	.	1.7	7.5	-5.3	.
COc1ccc(C(=O)Cc2ccc(OC)c(OC)c2)c(OC)c1	0.1	1.0	34.1	.	-15.7	-1.0	-2.1	-3.2
Cc1cc(C(=O)Cn2cnc3cc(F)ccc3c2=O)c(C)n1C1CC1	.	-2.0	-5.5	0.0	-3.6	-12.7	-2.2	-1.0
CCCNC(=O)N1[C@H](CO)[C@@H]2c3ccccc3N(C(=O)Nc3ccc(F)cc3)C[C@@H]21	3.5	-0.7	9.4	0.2	-1.6	-12.4	43.3	-2.7
Cc1ccc(-c2cnc3c(c2)C(=O)N([C@H](C)CO)C[C@H](C)[C@@H](CN(C)CC2CCCC2)O3)cc1	2.8	-13.4	61.8	-0.2	-36.9	-6.7	6.7	-2.5
Cc1ccc(C(C(=O)NC2CCCCC2)N(Cc2cccnc2)C(=O)c2csnn2)cc1 (centres undefined)	-2.8	.	4.4	0.4	.	-4.8	-3.5	0.1
COc1ccc(N(CC(=O)NCc2ccccc2)C(=O)CCC(=O)Nc2cc(C)ccn2)c(OC)c1	-1.0	.	0.7	-0.1	-4.0	-4.8	-4.5	-1.8
CNC(=S)NCc1ccc2[nH]c3c(c2c1)CCCC3	-4.4	.	.	0.0	-2.5	-16.3	-1.9	1.5
COC(=O)/C=C1\S/C(=N/N=C/c2ccco2)NC1=O	5.9	1.4	.	0.0	-5.6	-12.9	3.7	2.0
COc1ccccc1-c1nnc(NC(=O)c2ccc(S(=O)(=O)N(C)CC3CCCO3)cc2)o1 (centres undefined)	-1.8	-2.6	-0.8	0.0	.	5.3	-5.2	-2.8
Cc1cccc(C)c1Nc1cn[nH]c1	7.9	0.9	-11.2	0.4	-4.7	0.7	-0.6	9.2
CCN(CC)S(=O)(=O)c1cccc(C(=O)Nc2ccccc2C(=O)N2CCOCC2)c1	-1.5	2.8	15.3	.	.	14.2	0.7	1.9
O=C(C[C@@H]1C=C[C@H](NC(=O)Nc2ccccc2F)[C@H](CO)O1)NCc1ccc(F)cc1	9.5	41.4	-4.3	0.2	0.6	5.0	0.7	-4.1
COc1cccc(-n2c(N)cc(=O)nc2SCC(=O)N2CCN(c3ccccc3)CC2)c1	-2.8	-0.9	-2.3	0.1	.	7.6	2.5	1.8
COc1ccc(C(=O)N2CCN(c3ccc(NC(=O)c4cccs4)cc3)CC2)cc1	-0.8	0.6	.	0.0	1.1	19.1	6.0	-2.1
COc1ccc(CNC(=O)C(=O)NCC(c2ccco2)N2CCOCC2)cc1 (centres undefined)	.	.	7.0	0.0	2.3	-3.8	.	.
Cc1ccc(C)c(NC(=O)NNC(=O)c2ccc3ccccc3c2O)c1	5.7	-10.0	-3.7	0.1	7.6	-8.0	-4.5	-7.0
CC(C)NC(=O)CSc1ncccc1-c1nc2ccccc2[nH]1	-0.6	0.8	1.7	0.1	8.3	-1.9	2.6	-2.1
Later entries.
SMILES	SIRT5 inh	Cneo AK release	Statin myotox sup	Xi reactivation	PGC1a acetyl inh	LGR2 inh	S100A4 MyoIIA	ERAP1 inh
CCCC#Cc1ccc([C@H]2[C@H](CO)N3C(=O)CN(C(=O)Nc4ccc(F)cc4)C[C@@H]23)cc1	3.2	.	.	0.4	0.2	3.7	3.9	0.3
COc1cccc(CSc2nccn2C)c1	0.3	-3.1	1.0	0.0	12.3	7.9	-0.3	2.3
Cc1cc(C2=NNC(=NC3CCCCC3)SC2)c(C)n1-c1c(C)n(C)n(-c2ccccc2)c1=O	-3.4	0.7	2.6	0.2	-4.4	.	-3.5	-0.7
CCC(C)Sc1nnc(CNS(=O)(=O)c2ccc(F)cc2)n1C (centres undefined)	-1.5	1.4	-1.9	-0.1	2.6	-12.0	2.6	-2.5
C[C@H](C(=O)N(C)C[C@@H]1OCc2ccccc2-c2ccccc2C(=O)N([C@H](C)CO)C[C@H]1C)c1ccccc1	-2.6	-3.4	.	-1.3	-4.7	5.0	0.0	3.8
Cc1cc(C(=O)COc2cccnc2[N+](=O)[O-])c(C)n1Cc1cccs1	-3.2	-1.4	-11.5	-0.1	6.7	-1.9	-1.8	2.0
COc1cccc(N2CCN(S(=O)(=O)c3ccc4c(c3)NC(=O)CS4)CC2)c1	-0.7	-1.9	-11.3	0.1	3.6	-15.4	-0.9	0.4
Cc1ccc(NC(=O)CNc2ccccc2CN(C)C2CCCCC2)cc1	13.8	.	.	0.2	12.6	12.5	-2.5	1.1
CN(c1ccc(C(=O)NC2CCCC2)cc1)S(=O)(=O)c1ccccc1	-0.9	2.4	-9.4	0.0	.	1.8	-0.8	-3.7
COC(=O)Cn1c(O)c(N=NC(=O)c2ccc3c(c2)OCO3)c2ccccc21	-3.2	.	2.6	0.4	.	-6.2	1.4	.
S=c1sc(SCCOc2ccccc2)nn1-c1ccccc1	-3.6	.	-18.8	0.0	.	8.7	-1.2	10.2
O=C(NC1=NCCS1)NC12CC3CC(CC(C3)C1)C2	-1.9	-1.6	-12.5	.	5.1	-1.4	-7.1	-2.5
COC(=O)CSC1=C(C#N)C(=O)NC2(CCCCC2)S1	-0.6	.	.	0.2	.	-28.4	-0.4	25.0
CO[C@H]1CC[C@@H]2CCN(C)C(=O)[C@H](C)[C@@H](OC)CN(C)C(=O)c3cc(C#N)ccc3OC[C@@H]1O2	0.0	24.5	1.8	0.2	-0.3	7.7	-0.6	3.2
CCc1ccccc1NC(=O)CSC1=C(C#N)C(c2ccc3c(c2)OCO3)C2=C(CCCC2=O)N1 (centres undefined)	.	0.1	17.8	.	-15.7	5.6	.	.
CCC(C)Sc1ccc([C@H]2N[C@@](C)(C(=O)OC)[C@H]3C(=O)N(C)C(=O)[C@@H]23)cc1OC (some centres undefined)	.	1.1	4.7	0.3	.	9.6	-2.4	.
Cc1ccc(S(=O)(=O)CCc2nc3ccccc3[nH]2)cc1	-0.7	0.3	2.5	0.0	0.5	2.8	-2.0	0.4
O=C(c1cccnc1)N1CCN(S(=O)(=O)c2ccc(S(=O)(=O)N3CCCC3)cc2)CC1	-1.0	5.6	-6.9	.	4.8	0.7	-6.7	5.4
CCOC(=O)CSc1nnc(COc2cccc(C)c2)o1	-9.0	.	.	0.2	5.8	6.4	-3.1	7.1
Cc1nn(-c2ccccc2)c(Cl)c1C(=O)OCC(=O)NCCc1ccc(S(N)(=O)=O)cc1	1.1	.	.	-0.1	.	18.7	1.9	0.0
O=C(C[C@H]1C=C[C@H](NC(=O)NC2CCCCC2)[C@@H](CO)O1)NCc1ccc(F)cc1	2.3	55.0	-4.2	0.1	4.7	2.9	2.5	-0.8
COCCNC(=O)/C(C#N)=C/c1ccc(C)o1	2.0	.	.	0.0	4.9	-12.4	1.8	-4.1
Cc1noc(C)c1NC(=O)N(C)C[C@H]1Oc2ccc(NC(=O)Nc3ccccc3)cc2C(=O)N([C@H](C)CO)C[C@H]1C	-3.7	-4.6	-4.2	-1.0	-3.1	9.5	0.5	-2.5
CCN1CCN(CC(=O)Nc2ccc(Cl)c(S(=O)(=O)N(C)C)c2)CC1	-6.1	.	.	0.2	.	0.8	7.6	.
CSc1c(CC(=O)Nc2ccccc2C(F)(F)F)n(Cc2ccccc2)c2ccccc12	.	0.5	-16.5	0.0	-1.6	-8.0	.	.

Exported as labelled records: part of the list above
COc1cccc(CSc2nccn2C)c1
  SIRT5 inh: 0.3
  Cneo AK release: -3.1
  Statin myotox sup: 1.0
  Xi reactivation: 0.0
  PGC1a acetyl inh: 12.3
  LGR2 inh: 7.9
  S100A4 MyoIIA: -0.3
  ERAP1 inh: 2.3

Cc1cc(C2=NNC(=NC3CCCCC3)SC2)c(C)n1-c1c(C)n(C)n(-c2ccccc2)c1=O
  SIRT5 inh: -3.4
  Cneo AK release: 0.7
  Statin myotox sup: 2.6
  Xi reactivation: 0.2
  PGC1a acetyl inh: -4.4
  LGR2 inh: .
  S100A4 MyoIIA: -3.5
  ERAP1 inh: -0.7

CCC(C)Sc1nnc(CNS(=O)(=O)c2ccc(F)cc2)n1C (centres undefined)
  SIRT5 inh: -1.5
  Cneo AK release: 1.4
  Statin myotox sup: -1.9
  Xi reactivation: -0.1
  PGC1a acetyl inh: 2.6
  LGR2 inh: -12.0
  S100A4 MyoIIA: 2.6
  ERAP1 inh: -2.5

C[C@H](C(=O)N(C)C[C@@H]1OCc2ccccc2-c2ccccc2C(=O)N([C@H](C)CO)C[C@H]1C)c1ccccc1
  SIRT5 inh: -2.6
  Cneo AK release: -3.4
  Statin myotox sup: .
  Xi reactivation: -1.3
  PGC1a acetyl inh: -4.7
  LGR2 inh: 5.0
  S100A4 MyoIIA: 0.0
  ERAP1 inh: 3.8

(listing goes on)
SMILES	SIRT5 inh	Cneo AK release	Statin myotox sup	Xi reactivation	PGC1a acetyl inh	LGR2 inh	S100A4 MyoIIA	ERAP1 inh
COc1cccc(-c2cc(C(=O)NCCN3CCOCC3)no2)c1	.	2.0	-4.3	.	2.3	29.4	.	.
CN1CCN(c2ncnc3c2ncn3[C@H]2CN(C)C[C@@H](CO)O2)CC1	-1.2	-5.6	0.3	0.0	2.0	8.4	-14.2	-2.5
O=C(c1cccc(F)c1)N1CC[C@H]2[C@H](CO)Nc3ccc(-c4ccc(F)cc4)cc3[C@H]21	7.7	32.2	-16.2	0.0	3.5	9.8	102.0*	0.7
O=C(NN=Cc1c(O)ccc2ccccc12)c1ccncc1	-1.3	.	.	-0.1	2.7	.	9.9	1.3
COc1ccc(S(=O)(=O)N2CCC(C(=O)NCCc3ccccc3)CC2)cc1	-3.1	-0.6	1.1	0.0	.	7.9	-16.2	0.1
CC(C)NC(=O)N(C)C[C@@H]1Oc2ncc(C#CCC3CCCC3)cc2C(=O)N([C@@H](C)CO)C[C@H]1C	-0.1	-0.1	-1.4	-0.1	-5.6	-9.2	-2.4	3.5
